From PubChem BioAssay
MrgX1 antagonist – antagonists of human MrgX1 receptor; MRGX1-HEK293 calcium flux, Fluo-4, BAM8-22 antagonism; stronger effect = lower value; 310,000 compounds, 1.3% hits; B-score at 10 µM; AID 588676;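 active means calcium-response B-score plate-corrected more than 3 library SD below zero, starting fluorescence within 5 deviations, no agonist response on first addition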;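 further: peak minus trough fluorescence over baseline after final BAM8-22 challenge near maximal dose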
TRPC4 PAM – allosterically enhances the mouse TRPC4 cation channel; B-score at 10 µM; HEK293 TRPC4beta/mu-opioid, DAMGO EC20, Fluo-4 Ca2+ flux; stronger effect = higher value; Q9QUQ5; 310,000 compounds, 0.42% hits;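 active means B-score of calcium response area above 5 SD of library B-scores, with initial fluorescence ratio within 5 SD of library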;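 further: B-score of integrated fluorescence ratio over time as area under calcium response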
HIF act – HIF pathway transcriptional activation; 300,000 compounds, 0.32% hits; AID 1910; U2OS HRE-luciferase reporter, luminescence; normalized: DMSO 0%, desferrioxamine 100%; activation, % at 7.5 µM (by protocol);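 active means mean activation of at least 10% of the iron chelator positive control signal, with at least half of replicates also reaching 10%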
TRPC6 inhibitor – blocks the mouse TRPC6 cation channel. B-score at 10 µM. HEK293-TRPC6, membrane potential dye, ACh-evoked depolarization; stronger effect = lower value. 310,000 compounds, 1.1% hits. AID 2553;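 active means B-score under library mean minus 3 SD, initial fluorescence not abnormally high, positive integrated signal ratio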;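 further: B-score derived from integrated fluorescence ratio over the kinetic read; more negative B-score means stronger inhibition of depolarization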
Target sequence (Q61143 whole entry, looked up): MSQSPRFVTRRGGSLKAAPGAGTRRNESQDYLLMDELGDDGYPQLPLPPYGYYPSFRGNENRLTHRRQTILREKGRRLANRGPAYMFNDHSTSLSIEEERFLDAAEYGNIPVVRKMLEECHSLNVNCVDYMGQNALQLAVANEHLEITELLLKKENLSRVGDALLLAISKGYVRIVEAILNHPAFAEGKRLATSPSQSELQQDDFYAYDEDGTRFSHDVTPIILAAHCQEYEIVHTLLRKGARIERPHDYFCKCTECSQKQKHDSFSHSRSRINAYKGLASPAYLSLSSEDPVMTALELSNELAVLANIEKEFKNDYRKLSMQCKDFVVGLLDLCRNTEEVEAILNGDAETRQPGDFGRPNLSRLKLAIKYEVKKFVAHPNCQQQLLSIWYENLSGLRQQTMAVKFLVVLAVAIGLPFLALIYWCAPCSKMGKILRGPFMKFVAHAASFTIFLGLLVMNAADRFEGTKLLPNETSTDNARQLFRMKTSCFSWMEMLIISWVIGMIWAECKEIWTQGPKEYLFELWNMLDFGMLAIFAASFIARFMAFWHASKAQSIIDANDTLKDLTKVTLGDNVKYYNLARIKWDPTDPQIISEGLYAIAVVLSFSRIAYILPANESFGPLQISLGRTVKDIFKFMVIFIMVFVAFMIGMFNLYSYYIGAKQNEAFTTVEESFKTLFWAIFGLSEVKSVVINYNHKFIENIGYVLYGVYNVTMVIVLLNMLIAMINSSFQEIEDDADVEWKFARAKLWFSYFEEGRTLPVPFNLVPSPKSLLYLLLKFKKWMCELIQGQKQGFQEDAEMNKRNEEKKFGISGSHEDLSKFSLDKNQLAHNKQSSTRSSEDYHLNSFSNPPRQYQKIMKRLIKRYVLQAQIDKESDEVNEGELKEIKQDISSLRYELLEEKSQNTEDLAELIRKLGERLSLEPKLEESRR
SKKanGAS inh – blocks kanamycin growth of S. pyogenes SKKanGAS strain; BacTiter-Glo, 6 h; inhibition, % at 7.5 µM; 300,000 compounds, 1.3% hits; AID 1662;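 active means mean replicate score, as percent of positive control median, at least 50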;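 further: strain carries kanamycin resistance gene driven by streptokinase promoter and grows in 40 µg/ml kanamycin; loss of luminescence reflects streptokinase promoter inhibition or plain growth inhibition; 0% = median of DMSO wells and 100% = positive control at its reference dose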
TRPC4 inh – TRPC4 (mouse) channel inhibition; B-score at 10 µM; Q9QUQ5; 300,000 compounds, 0.39% hits; AID 2247; HEK293 TRPC4beta/mu-opioid, DAMGO-evoked Fluo4 calcium flux; stronger effect = lower value;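 active means B-score over 3 SD under the library average, no early fluorescence shift, positive overall ratio signal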
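Test system – stable TRPC4beta/mu-opioid receptor HEK293 cells · Probe or stimulus – DAMGO, a submaximal dose followed by a maximal one · Dosing – one concentration per compound · Signal – Fluo4 calcium fluorescence by kinetic imaging, 5 s 1 Hz baseline · Evaluation – per-well B score of integrated baseline-normalized Fluo4 ratio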
IEC-6 cytotox – IEC-6 cytotoxicity, counter-screen for KLF5 inhibitors; luminescence viability; inhibition, % at 5 µM; 290,000 compounds, 0.78% hits; AID 1825; in the data active means inhibition above about 22%;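 further: 0% = plate median of test compound wells and 100% = cytotoxic reference compound wells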
KLF5 inhibitor – kruppel-like factor 5 inhibition; DLD-1 KLF5 promoter-luciferase reporter, luminescence; inhibition, % at 5 µM; 290,000 compounds, 0.23% hits; AID 1700;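 active means inhibition above a per-plate limit of that plate's mean compound inhibition plus 3 SD, cut at about 60% in these data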;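 further: 0% = DMSO wells and 100% = LY294002 at 200 µM; higher means less KLF5 promoter-driven luciferase light; inactives centre near -14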
TRPC4 agonist – activators of mouse TRPC4 channel | HEK293 TRPC4beta/mu-opioid, Fluo4 calcium fluorescence; stronger effect = higher value | B-score at 10 µM | 310,000 compounds, 0.49% hits;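 active means B-score above 5 SD of library B-scores, and initial fluorescence ratio not above library mean plus 5 SD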;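 further: positive B-score marks a calcium rise read as TRPC4 activation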
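Technique: kinetic Fluo4 calcium fluorescence; Test system: TRPC4beta and mu-opioid receptor HEK293 stable cells; Measure: B-scored integrated calcium fluorescence ratio; Benchmarks: low control buffer alone, high control maximal DAMGO; Schedule: 45 min room-temperature Fluo4 loading, 110 s read.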
aSyn 5UTR inh – MLPCN primary screen, SNCA 5' untranslated region; inhibition, % (tested at 7.5 µM); alpha-synuclein 5'UTR reporter, inhibitor activity; 300,000 compounds, 0.82% hits; AID 1813; in the data active means inhibition above about 60%;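 further: H4 neuroglioblastoma cells stably carrying SNCA 5'UTR luciferase fusion; 0% = DMSO wells and 100% = positive control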
TRPC6 act – activates the mouse TRPC6 cation channel; Q61143; HEK293-TRPC6 membrane potential dye fluorescence; stronger effect = higher value; 310,000 compounds, 0.13% hits; AID 2550; B-score at 10 µM;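 active means B-score of the integrated fluorescence ratio above library mean plus 3 SD, and starting fluorescence ratio within library mean plus 5 SD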;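 further: higher score means more depolarization so channel activation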
* marks the source's active call; other numbers are inactive results; i = inactive; nt = no result given. Outcome played no part in choosing rows. Share with any hit: about 5.8%.

Start of the data: the first two compounds, to show the layout:
SMILES	MrgX1 antagonist	TRPC4 PAM	HIF act	TRPC6 inhibitor	SKKanGAS inh	TRPC4 inh	IEC-6 cytotox	KLF5 inhibitor	TRPC4 agonist	aSyn 5UTR inh	TRPC6 act
Cc1ccc(-c2nnc(SCC(=O)Nc3nc4c(s3)CCCC4)n2C)cc1	i	i	0.3	i	1	i	-3	-17	i	-9	i
C=C(C)c1cccc(C(C)(C)NC(=O)NCC2COCCO2)c1 (stereo unspecified)	i	i	-0.4	i	7	i	-4	-2	i	12	i

The whole of this part, from the start:
SMILES	MrgX1 antagonist	TRPC4 PAM	HIF act	TRPC6 inhibitor	SKKanGAS inh	TRPC4 inh	IEC-6 cytotox	KLF5 inhibitor	TRPC4 agonist	aSyn 5UTR inh	TRPC6 act
Cc1ccc(-c2nnc(SCC(=O)Nc3nc4c(s3)CCCC4)n2C)cc1	i	i	0.3	i	1	i	-3	-17	i	-9	i
C=C(C)c1cccc(C(C)(C)NC(=O)NCC2COCCO2)c1 (stereo unspecified)	i	i	-0.4	i	7	i	-4	-2	i	12	i
Cc1ccc(NC(=O)NCc2cccnc2)cc1Cl	i	i	0.9	i	-1	i	5	-69	i	-26	i
CC(=O)N1c2ccc(S(=O)(=O)NCC3CCC(C(=O)N(C)Cc4ccccc4)CC3)cc2CC1C (stereo unspecified)	i	i	-0.4	i	-2	i	3	-2	i	31	i
COC(=O)/C=c1/s/c(=C(/C#N)C(=O)NCc2ccccc2)n(-c2ccccc2)c1=O	i	i	-0.9	i	8	i	1	-18	i	-16	i
c1ccc(-c2nnc(CN3CCN(C(c4ccccc4)c4ccccc4)CC3)o2)cc1	i	i	0.5	i	5	i	-7	-16	i	-16	i
CCCCOC(=O)c1ccc(OC(=O)N2CCOCC2)cc1	i	i	1.4	i	0	i	1	-54	i	-19	i
CCc1cc(=O)oc2cc(C)cc(OC(C)C(=O)NCCCn3ccnc3)c12 (stereo unspecified)	i	i	-0.9	i	-1	i	-5	-24	i	-15	i
COCCn1c(N)c(C#N)c2nc3ccccc3nc21	i	i	-0.6	i	-6	i	4	4	i	-3	i
Cc1cc(CN(C)C(=O)c2cc(COc3ccc(C)c(C)c3)on2)on1	i	i	2.0	i	-8	i	-4	-112	i	-159	i
COc1cc(OC)cc(C(=O)NC(=S)Nc2ccc3[nH]c(=O)[nH]c3c2)c1	i	i	-0.6	i	-1	i	-2	-4	i	6	i
CN(Cc1nc(-c2cccnc2)no1)S(=O)(=O)c1ccc(Br)cc1	i	i	0.3	i	-15	i	-3	-23	i	-34	i
CCOC(=O)Cc1csc(N)n1	i	i	-0.3	i	11	i	-6	-31	i	4	i
CC12CC3(C)CC(C)(C1)CC(C(=O)NCC(=O)O)(C2)C3	i	i	0.0	i	-6	i	5	-37	i	-13	i
Cc1nc(N2CCOCC2)sc1C=O	i	i	1.1	i	3	i	-7	-13	i	-8	i
COc1ccc(-n2c(Cc3cccn3C)nnc2SCC(=O)NCC2CCCO2)cc1 (stereo unspecified)	i	i	0.1	i	0	i	4	0	i	-13	i
O=C(CN(Cc1ccccc1)C(=O)CCC(=O)Nc1ccccn1)NCCc1ccccc1	i	i	0.5	i	-1	i	0	-18	i	17	i
CN(CCC(=O)c1ccccc1)CCC(=O)c1ccccc1	i	i	2.3	-5.3*	-4	i	-2	-41	i	-16	i
O=C(NCC1CCCO1)c1cccc(Br)c1 (stereo unspecified)	i	i	0.0	i	-2	i	-3	-11	i	-11	i
Nc1ccccc1Oc1ncc(C(F)(F)F)cc1Cl	i	i	-0.4	i	-3	i	-2	-7	i	4	i
CC(=O)NCCc1nc2cc(NC(=O)c3ccccc3)ccc2n1C	i	i	1.7	i	-3	i	-2	-49	i	-48	i
Cc1cc(CN(C)C(=O)CC2C(=O)NCCN2Cc2ccc(-c3ccccc3)cc2)on1 (stereo unspecified)	i	i	-0.2	i	3	i	-2	-6	i	10	i
CC(=O)c1c(C)cc(C)c(CSc2nc(C)cc(=O)[nH]2)c1C	i	i	0.1	i	-1	i	30*	-19	i	3	i
Cc1cccc(OCCNc2cc(N3CCN(CCO)CC3)ccc2[N+](=O)[O-])c1	i	i	0.4	i	2	i	11	-1	i	-53	i
O=C(CN1CCCN(Cc2ccc(F)cc2Cl)C1=O)NC1CCCCCCC1	i	i	-2.1	i	0	i	1	15	i	9	i
C[C@H]1COc2c(C3(N)CC3)c(F)cc3c(=O)c(C(=O)O)cn1c23	i	i	0.0	i	66*	i	-1	-17	i	1	i
CCOC(=O)C1C(c2ccc(Cl)cc2)NC(=S)NC1(O)C(F)(F)F (stereo unspecified)	i	i	-0.2	i	1	i	0	-27	i	17	i
OCCC1CN(Cc2cccn2-c2nccs2)CCN1C1CCCCC1 (stereo unspecified)	i	i	-0.2	i	6	i	-10	-26	i	-10	i
CCc1nc(C)c(C#N)c2cc(OC)c(OC)cc12	i	i	2.2	i	3	i	-2	-11	i	43	i
O=C(CSc1nc2ncccc2[nH]1)c1ccc2c(c1)OCO2	i	i	2.3	i	-2	i	-3	-32	i	-86	i
CC(C)c1c(O)nc(SCCN2CCOCC2)[nH]c1=O	i	i	-0.2	i	-2	i	-4	-6	i	29	i
C=CCSC1=NNC(c2ccc(C(C)(C)C)cc2)=NN1	i	i	2.6	i	4	i	-4	-99	i	-89	i
CCCS(=O)(=O)c1nc(S(=O)(=O)c2ccc(C)cc2)c(N2CCC(O)CC2)s1	i	i	0.0	i	-6	i	3	-2	i	4	i
Cc1cc(C)n(-c2nc3ccccc3s2)n1	i	i	2.8	i	3	i	0	4	i	-168	i
CN(C)S(=O)(=O)c1ccc(C(=O)N2CCN=C2SCc2cccnc2)cc1	i	i	-0.7	i	2	i	0	4	i	-2	i
Nc1cc(OC(=O)c2ccco2)nn1S(=O)(=O)c1ccc(F)cc1	i	i	-0.9	i	-22	i	1	-22	i	8	i
CCCc1cc(=O)oc2cc(OCC(=O)NC3CC(C)(C)NC(C)(C)C3)ccc12	i	i	0.7	i	0	i	-2	-9	i	2	i
COc1cc(OC)cc(C(=O)NC2CCN(C(=O)N3c4ccccc4Sc4ccccc43)CC2)c1	i	i	-0.6	i	36	i	6	-20	i	47	i
CCCCCCC(=O)NCC(=O)OCC(=O)c1ccccc1	i	i	0.7	i	-4	i	1	-5	i	-4	i
CC(C)(C)/C=N/NC(=O)CNC(=O)c1ccc2c(c1)OCCO2	i	i	0.1	i	-5	i	-7	-6	i	4	i
Cc1cc(N=Nc2ccccc2C(=O)O)c(C)c(C)c1O	-6.9*	i	-0.3	i	28	i	-2	13	i	13	i
COc1ccc(NC(=O)CNC(=O)C23CC4CC(CC(C4)C2)C3)c(OC)c1	i	i	-47	i	17	i	nt	nt	i	9	i
Cn1cccc1Cc1nnc(SCC(N)=O)n1CCc1ccccc1	i	i	0.0	i	-2	i	-7	-19	i	-17	i
O=C(COC(=O)c1ccccc1NS(=O)(=O)c1cccs1)NCC12CC3CC(CC(C3)C1)C2	i	i	0.4	i	12	i	-1	2	i	-12	i
CCOc1ccc(S(=O)(=O)N2CCOCC2)cc1NC(=O)C1CCC1	i	i	-0.1	i	9	i	-1	-34	i	1	i
Brc1ccc(-c2nnc(-c3ccccc3Br)o2)cc1	i	i	2.0	i	-4	i	-1	-123	i	-100	i
CC(C)C(=O)Nc1ccc2c(c1)C(=O)NC2=O	i	i	0.1	i	1	i	5	-6	i	3	i
O=C(CCNC(=O)c1ccc([N+](=O)[O-])cc1)Nc1ccccc1N1CCOCC1	i	i	1.0	i	-7	i	-2	-24	i	9	i
O=C(Nc1ccc(Br)cn1)C1CCN(S(=O)(=O)c2cccs2)CC1	i	i	-2.0	i	-10	i	1	-31	i	-1	i
Cn1c(SCC(=O)N2CCCC2)nnc1-c1ccc(S(=O)(=O)N2CCCC2)cc1	i	i	0.4	i	2	i	4	-2	i	27	i
CSc1nnc(C)c(=O)n1COC(=O)c1ccc(S(=O)(=O)N(C)C)cc1	i	i	-0.2	i	0	i	-2	-20	i	10	i
COc1ccc(C(=O)Nc2c(N)nc(SCC(=O)Nc3ccc(C(C)=O)cc3)[nH]c2=O)cc1	i	i	-0.8	i	1	i	-6	-13	i	-14	i
CCN(CC(=O)NCc1ccc(Cl)cc1)C(=O)c1ccc(S(=O)(=O)NCc2ccco2)cc1	i	i	-0.8	i	-1	i	4	-18	i	29	i

Some of these compounds in order of SMILES length, smallest number first.
SMILES	MrgX1 antagonist	TRPC4 PAM	HIF act	TRPC6 inhibitor	SKKanGAS inh	TRPC4 inh	IEC-6 cytotox	KLF5 inhibitor	TRPC4 agonist	aSyn 5UTR inh	TRPC6 act
CC(C)C(=O)Nc1ccc2c(c1)C(=O)NC2=O	i	i	0.1	i	1	i	5	-6	i	3	i
Brc1ccc(-c2nnc(-c3ccccc3Br)o2)cc1	i	i	2.0	i	-4	i	-1	-123	i	-100	i
Cc1cc(N=Nc2ccccc2C(=O)O)c(C)c(C)c1O	-6.9*	i	-0.3	i	28	i	-2	13	i	13	i
Cn1cccc1Cc1nnc(SCC(N)=O)n1CCc1ccccc1	i	i	0.0	i	-2	i	-7	-19	i	-17	i
O=C(Nc1ccc(Br)cn1)C1CCN(S(=O)(=O)c2cccs2)CC1	i	i	-2.0	i	-10	i	1	-31	i	-1	i
CSc1nnc(C)c(=O)n1COC(=O)c1ccc(S(=O)(=O)N(C)C)cc1	i	i	-0.2	i	0	i	-2	-20	i	10	i
COc1ccc(NC(=O)CNC(=O)C23CC4CC(CC(C4)C2)C3)c(OC)c1	i	i	-47	i	17	i	nt	nt	i	9	i
CCN(CC(=O)NCc1ccc(Cl)cc1)C(=O)c1ccc(S(=O)(=O)NCc2ccco2)cc1	i	i	-0.8	i	-1	i	4	-18	i	29	i
O=C(COC(=O)c1ccccc1NS(=O)(=O)c1cccs1)NCC12CC3CC(CC(C3)C1)C2	i	i	0.4	i	12	i	-1	2	i	-12	i
COc1ccc(C(=O)Nc2c(N)nc(SCC(=O)Nc3ccc(C(C)=O)cc3)[nH]c2=O)cc1	i	i	-0.8	i	1	i	-6	-13	i	-14	i
